Screening data (PubChem)
AmpC inh detg – inhibitors of E. coli AmpC beta-lactamase with detergent; AmpC hydrolysis of nitrocefin, absorbance 480 nm, 0.01% Triton; AID 485294; 0.041% of 370,000 active; P00811; Potency, µM (top dose mostly 114 µM), without a hit: at the highest dose activity change, negative = inhibition, hits mostly inhibitors;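 further: potency means the concentration at half of the fitted maximal effect; 0% = no-compound wells and -100% = no-enzyme wells; nearly all actives have a fitted effect of over 25% in size; some results filed as inactive show a strong effect at the top dose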
Target sequence (P00811 whole entry, looked up): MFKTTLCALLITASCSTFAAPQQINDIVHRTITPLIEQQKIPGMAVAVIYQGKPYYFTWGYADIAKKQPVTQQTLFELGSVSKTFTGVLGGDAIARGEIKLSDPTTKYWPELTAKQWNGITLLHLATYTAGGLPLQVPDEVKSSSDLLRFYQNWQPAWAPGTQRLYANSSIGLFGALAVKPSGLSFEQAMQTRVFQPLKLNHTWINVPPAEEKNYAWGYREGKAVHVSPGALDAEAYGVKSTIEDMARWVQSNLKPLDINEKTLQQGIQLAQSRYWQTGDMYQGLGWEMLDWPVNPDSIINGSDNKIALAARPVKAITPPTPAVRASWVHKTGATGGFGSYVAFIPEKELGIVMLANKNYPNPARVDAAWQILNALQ
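20 mM phosphate pH 7.0 + 0.01% (detergent screen) or 0.0001% Triton X-100; 5.3 nM AmpC reagent; cpd preinc 15 min RT; nitrocefin (800 uM stock) to start; A480 q20 s × 4 min; Activity was normalised to no-enzyme and no-compound control wells.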
HCMV inh – human cytomegalovirus inhibition; HFF cells, HCMV-luciferase reporter, 72 h; stronger effect = lower value; activity change, negative = inhibition, % at 57.5 µM; 4.5% of 410,000 active; AID 1259415; in the data active means activity change below about -60%; inconclusive means no clear call, values can overlap the other calls; inactive means above about -39%
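Two-dose cell screen: HFF monolayers treated with compounds and infected with luciferase-expressing HCMV at 1 PFU/cell, 72 h at 37C, then lysed for luciferase measurement.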
FBPA Giardia inh – Giardia lamblia aldolase inhibition; purified Giardia FBPA; 0.71% of 290,000 active; Potency, µM (highest dose often 59.6 µM), inactives show at the top dose activity, negative = inhibition, usual class: inhibitors; A8B2U2; further: potency means the concentration at half of the fitted maximal effect; nearly all actives have a fitted effect of over 55% in size
Target sequence (A8B2U2 whole entry, looked up): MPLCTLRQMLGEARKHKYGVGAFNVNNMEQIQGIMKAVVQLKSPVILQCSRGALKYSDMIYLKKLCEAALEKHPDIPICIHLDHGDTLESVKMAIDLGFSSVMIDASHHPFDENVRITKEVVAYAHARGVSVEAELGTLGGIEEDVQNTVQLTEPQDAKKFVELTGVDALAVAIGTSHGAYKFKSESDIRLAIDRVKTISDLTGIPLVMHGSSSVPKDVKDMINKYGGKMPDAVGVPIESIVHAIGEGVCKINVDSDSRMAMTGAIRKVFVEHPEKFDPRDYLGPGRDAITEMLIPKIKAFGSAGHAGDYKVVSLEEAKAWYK
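40 nM FBPA preincubated 10 min at RT with compound (up to 57.5 uM final), then substrate plus GAPDH/TPI/NAD/arsenate coupling and diaphorase/resazurin added. Fluorescence read after 20 min at RT, 525/598 nm.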
Sm TGR block – blocks Schistosoma mansoni thioredoxin glutathione reductase. 3% of 360,000 active. Q962Y6. Potency, µM (highest dose often 114 µM), without a hit: at the top dose activity change, negative = inhibition, hits mostly inhibitors. AID 485364. purified TGR, DTNB reduction, TNB absorbance 405 nm; further: potency means the concentration at half of the fitted maximal effect; nearly all actives have a fitted effect of over 60% in size
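TGR 20 nM + NADPH 100 uM (dispensed conc.), cpd preinc 15 min RT; start with NADPH (500 uM addition) then DTNB (15 mM addition). Kinetic TNB absorbance, 405 nm filter. Four-parameter Hill fit across titration.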
HCV inh – HCV inhibition. Huh7.5.1 HCVcc-Cre infection, luciferase reporter, 44 h. Potency, µM (titrated, usually from 41.8 µM), without a hit: top-dose activity change, negative = inhibition, usual class: inhibitors. 3.4% of 340,000 active; further: potency means the concentration at half of the fitted maximal effect
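A cell-based infection assay in which seeded cells (1,000 per well) receive test compound after 4 h, are inoculated with HCVcc-Cre at approximately 0.5 moi, and are incubated 44 h before luminescence detection.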
AmpC no deterg – AmpC beta-lactamase inhibition without detergent; AmpC nitrocefin hydrolysis, absorbance 480 nm, 0.0001% Triton; Potency, µM (top dose mostly 57.1 µM), for inactives: top-dose activity change, negative = inhibition, usual class: inhibitors; 0.52% of 330,000 active; P00811; AID 485341;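 further: potency means the concentration at half of the fitted maximal effect; plate controls were no compound for no effect and no enzyme for full effect; nearly all actives have a fitted effect of over 20% in size; some results filed as inactive show a strong effect at the top dose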
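AmpC (5.3 nM in the dispensed reagent) in 20 mM phosphate pH 7.0 with 0.01% (detergent screen) or 0.0001% Triton X-100 was preincubated with compounds for 15 min at room temperature. Nitrocefin was then added from an 800 uM solution, and hydrolysis was followed at 480 nm.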
Numbers without * were called inactive; ? = inconclusive; / = not tested or not shown; & = joins results of further samples; [ ] = another dose, or the depositor's remark. Unless noted, the call rests on the fitted dose curve; in most records, active means well fitted curve in the direction sought with a large enough effect; inconclusive means small, poorly fitted or top-dose-only effect, or another doubt; inactive means no such curve, though single readings can be large; an effect the other way counts as inactive or inconclusive. Unless noted, on the % scale 0 is the no-effect control and ±100 the full control effect.

SMILES	AmpC inh detg	HCMV inh	FBPA Giardia inh	Sm TGR block	HCV inh	AmpC no deterg
CC(/C=C/c1ccc(N(C)C)cc1)=N/N=C1/NC(=O)CC(C(=O)Nc2ccc(Cl)cc2)S1 (configuration not stated)	-9%	-7	7%	-20%	-5%	-31%
O=C(NCCc1ccccc1)c1nnc(Cc2cccc(F)c2)o1	-6%	-13	/	-11%	/	/
CN=C(C[N+](=O)[O-])NCCSCc1ccc(CN(C)C)o1	/	-14	/	/	-8%	-6%
O=C(C1CCCN(S(=O)(=O)c2cccc3cccnc23)C1)N1CCc2ccccc21 (configuration not stated)	-9%	20	-11%	-24%	-15%	2%
CCOc1ccc(NC(=O)CCS(=O)(=O)c2ccc3c(c2)n(C)c(=O)c(=O)n3C)cc1	1%	-17	/	-17%	/	/
Cc1nc(-c2ccc(NC(=O)c3cccs3)cc2)cs1	3%	26	0%	3%	0%	-23%
COc1ccc(Br)c2c1-c1nc(NC(=O)c3cccc(C)c3)sc1C2	0%	0	/	-5%	/	/
O=C(C1=C[C@@H](C2CC2)C[C@@H](OCCCCO)O1)N1CCN(Cc2ccc3c(c2)OCO3)CC1	6%	-16	0%	104%[activator]	2%	149%[activator]
O=C(NCCc1ccccc1)c1ccc(=O)[nH]c1	-7%	53	3%	-3%	16%	0%
Cc1ccc(C)c(NC(=O)C2CCN(c3ncnc4c3nc3n4CCCCC3)CC2)c1	11%	38	/	0%	/	/
C=CCn1c(=O)c2ccccc2n2c(SCC(C)=O)nnc12	0%	15	-2%	-12%	-17%	-7%
CCOc1ccc(S(=O)(=O)N2CCCC(C(=O)NCc3ccncc3)C2)cc1C (configuration not stated)	-3%	-76*	-10%	8%	?	119%[activator]
O=C(O)CCCn1cc(NC(=O)c2sc3ccccc3c2Cl)cn1	-5%	-5	/	3%	17%	-21%
COc1cc2c(cc1OC)C(c1ccc(-c3ccccc3Cl)o1)=NCC2	2%	-19	-9%	1%	5.6µM*	48%
CO/N=C/c1ccc(N2CCN(C(=O)c3cccc(C(F)(F)F)c3)CC2)c([N+](=O)[O-])c1	-7%	-22	-2%	2%	?	78%[activator]
Cc1cc(C)n(-c2ccc(C(=O)OCc3ccccc3)cc2)n1	?	?	2%	-2%	-9%	-11%
COc1ccc(SCCN2CCN(CC(C)C)CCC2=O)cc1	-2%	-2	4%&2%	?	?	39%
CCSc1n[nH]c(=O)[nH]c1=O	-10%	6	-10%	0%	?	3%
Cc1ccc(CNS(=O)(=O)c2c(C(=O)N3CCCCC3)c(C)n(C)c2C)o1	-10%	-24	-9%	35µM*	?	0%
CCn1ncc(NC(=S)NCCc2ccccc2)c1C(N)=O	-5%	-27	-5%	5%	6%	-1%[2.29 µM]
CC1CCCC(NS(=O)(=O)c2cc3c(cc2Cl)NC(=O)CO3)C1C (configuration not stated)	-5%	-28	6%	0%	-7%	-41%
O=C(NCc1ccccc1Cl)c1ccc(NC2=NC3CS(=O)(=O)CC3S2)cc1 (configuration not stated)	-9%	-3	-3%	9%	20%	-20%
Cc1ccnc(NS(=O)(=O)c2ccc(NC(=O)c3nc(SC(C)C)ncc3Cl)cc2)n1	13%	12	/	9%	/	/
O=C(C1CCN(S(=O)(=O)c2cnc[nH]2)CC1)N(CCc1ccccc1)Cc1ccccc1	-1%	-6	1%	0%	14%	33%
Cc1ccc2c(CC(=O)NNC(=O)c3ccncc3)coc2c1	-18%	-37	/	1%	15%	-19%
CCSc1nnc(NC(=O)C(Cc2ccccc2)n2cccc2)s1 (configuration not stated)	-16%	-8	3%	-31%	7%	-24%
Cc1ccc(-c2nnn(CC(=O)N(Cc3ccccc3)C(C(=O)NC3CCCC3)c3ccncc3)n2)o1 (configuration not stated)	?	4	8%	-26%	1%	79%[activator]
COc1cc(C(=O)NCCC(=O)NCCN2CCOCC2)cc(OC)c1OC	-5%	5	6%	-1%	20%	-14%
Cc1ccc(C)c(NC(=S)NC(NC(=O)Cc2ccccc2)C(Cl)(Cl)Cl)c1 (configuration not stated)	-4%	?	4%	-14%	?	-36%
Cc1nc(Nc2ccc(Cl)cc2)c2nnn(Cc3ccccc3)c2n1	7%	-17	-1%	-23%	32µM*	-24%
COc1ccc(C)cc1NC(=O)c1cc(S(=O)(=O)N2CCCCC2)ccc1N1CCOCC1	9%	?	/	3%	?	83%[activator]
Cc1ccc(Cl)cc1N1CCN(C(=O)c2cc3c(=O)n(C)c4ccccc4c3n2C)CC1	?	-79*	2%	0%	20%	-17%
CC(C(=O)NC1CCCC1)N1CCN(Cc2ccccc2)CC1 (configuration not stated)	2%	-14	0%	-2%	15%	31%
CC(=O)c1ccc(NC(=O)CN2C(=O)COc3ccc(Cl)cc32)cc1	?	17	1%	2%	-13%	-22%
C=C(Cl)COC(=O)[C@H]1C2C=CC(C2)C1C(=O)O (some centres not stated)	-3%	-28	-4%	?	3%	-7%
COc1cc(NC(=O)Cn2cnc3c(NCc4ccccc4)ncnc32)cc(OC)c1OC	/	34	/	/	-29%	-16%
O=[N+]([O-])c1cccc(S(=O)(=O)N2CCCCC2c2cccnc2)c1 (configuration not stated)	?	-13	15%	-3%	-27%	-18%
Oc1ccc(-c2nc3ccccc3nc2-c2ccccc2)cc1	4%	-5	-2%	17%	8%	-10%
O=C(CSC1CCCCC1)N1CCN(c2ccccc2)CC1	-2%	22	?	-14%	-2%	24%
O=c1c(/C=N/OCc2ccc(Cl)cc2Cl)c[nH]n1-c1cccc(Cl)n1	?	1	28%	0%	-4%	-33%
CCOC(=O)CCn1nc(-c2ccc(Cl)cc2)cc1N	-11%	42	1%	1%	-6%	55%
Oc1ccccc1/C=N/n1c2ccccc2c2ccccc21	2%	30	0%	5%	?	28%
O=C(c1ccco1)N1N=C(c2ccco2)CC1c1ccc(Cl)cc1Cl (configuration not stated)	5%	-37	/	-22%	-11%	-36%
Cc1c(C(=O)OCC(=O)Nc2ccc(N3CCOCC3)cc2)oc2ccccc12	-16%	-13	/	1%	-14%	-52%
Cc1ccc(-c2nc(-c3cccnc3)no2)c(C)c1	0%	128	1%	-7%	-21%	-7%
C=CCNC(=S)NNC(=O)c1cccnc1	-1%	5	?	4%	7%	-4%
COc1ccc(C(=S)N2CCN(c3cccc(Cl)c3)CC2)c(OC)c1	-5%	-8	-8%	2%	-29%	-12%
Cc1ccc(SCc2[nH]nc3c2C2(C(=O)Nc4ccc(F)cc42)C(C#N)=C(N)O3)cc1 (configuration not stated)	-3%	-26	-5%	3%	-3%	-14%

Four entries from above, with each value named.
CCOC(=O)CCn1nc(-c2ccc(Cl)cc2)cc1N
  AmpC inh detg: -11%	HCMV inh: 42	FBPA Giardia inh: 1%	Sm TGR block: 1%	HCV inh: -6%	AmpC no deterg: 55%

O=c1c(/C=N/OCc2ccc(Cl)cc2Cl)c[nH]n1-c1cccc(Cl)n1
  AmpC inh detg: ?	HCMV inh: 1	FBPA Giardia inh: 28%	Sm TGR block: 0%	HCV inh: -4%	AmpC no deterg: -33%

O=C(CSC1CCCCC1)N1CCN(c2ccccc2)CC1
  AmpC inh detg: -2%	HCMV inh: 22	FBPA Giardia inh: ?	Sm TGR block: -14%	HCV inh: -2%	AmpC no deterg: 24%

Cc1c(C(=O)OCC(=O)Nc2ccc(N3CCOCC3)cc2)oc2ccccc12
  AmpC inh detg: -16%	HCMV inh: -13	FBPA Giardia inh: /	Sm TGR block: 1%	HCV inh: -14%	AmpC no deterg: -52%

(cont.)
SMILES	AmpC inh detg	HCMV inh	FBPA Giardia inh	Sm TGR block	HCV inh	AmpC no deterg
Cn1c(SCc2nc(-c3ccccc3)no2)nnc1-c1cccs1	-12%	-26	1%	0%	-1%	2%
COCC(=O)N1CCC(Oc2ccc(C(=O)NC(C)c3nccs3)cc2)CC1 (configuration not stated)	?	16	/	-17%	?	-5%
COc1ccc(CC(=O)O)cc1O	-2%	15	5%	-3%	11%	-11%
O=c1[nH]c(=O)n(CCC2=CCCCC2)c(O)c1C=NC1CCN(Cc2ccccc2)CC1	-18%	?	1%	-28%	-15%	-22%
COc1cccc(-n2nc3c(-n4ncc(C#N)c4N)nnc(C)c3c2C)c1	?	-40	0%	2%	-1%	4%
Cc1ccccc1-n1c(O)c(/C=N/Nc2nc3c(c(=O)n(C)c(=O)n3C)n2C)c(=O)[nH]c1=S	?	-13	2%	-6%	5%	-15%
O=C(NCCCc1ccccc1)c1ccc(-n2cncn2)c([N+](=O)[O-])c1	-4%	-38	/	5%	12%	2%
COc1cc(NC(=O)CN(C)S(=O)(=O)c2ccc3nc(C)sc3c2)cc(OC)c1	?	5	0%	8%	-27%	-16%
Cc1ccc(C)c(OCCCNC2CCCC2)c1C	9%	-7	15%	-3%	-6%	-1%
COc1cccc2sc3ccc(NCCC4CCCN4C)cc3c(=O)c12 (configuration not stated)	?	-20	-21%	?	?	98%[activator]
CC1CCCN(C(=O)COc2ccc(-c3ccccc3)cc2)C1 (configuration not stated)	-1%	-21	0%	14%	-25%	46%
COc1cccc(CN2CCN(Cc3nc(-c4cccc(F)c4F)oc3C)CC2=O)c1	-4%	28	0%	?	?	167%[activator]

Molecules above containing an aryl thioether with sulfur outside any ring, in the order listed:
SMILES	AmpC inh detg	HCMV inh	FBPA Giardia inh	Sm TGR block	HCV inh	AmpC no deterg
C=CCn1c(=O)c2ccccc2n2c(SCC(C)=O)nnc12	0%	15	-2%	-12%	-17%	-7%
COc1ccc(SCCN2CCN(CC(C)C)CCC2=O)cc1	-2%	-2	4%&2%	?	?	39%
CCSc1n[nH]c(=O)[nH]c1=O	-10%	6	-10%	0%	?	3%
Cc1ccnc(NS(=O)(=O)c2ccc(NC(=O)c3nc(SC(C)C)ncc3Cl)cc2)n1	13%	12	/	9%	/	/
CCSc1nnc(NC(=O)C(Cc2ccccc2)n2cccc2)s1 (configuration not stated)	-16%	-8	3%	-31%	7%	-24%
Cc1ccc(SCc2[nH]nc3c2C2(C(=O)Nc4ccc(F)cc42)C(C#N)=C(N)O3)cc1 (configuration not stated)	-3%	-26	-5%	3%	-3%	-14%
Cn1c(SCc2nc(-c3ccccc3)no2)nnc1-c1cccs1	-12%	-26	1%	0%	-1%	2%

The listing continues.
SMILES	AmpC inh detg	HCMV inh	FBPA Giardia inh	Sm TGR block	HCV inh	AmpC no deterg
O=C1CCC[C@@H]2[C@H]3CCC[N+]4([O-])CCC[C@@H](CN12)[C@@H]34 (some centres not stated)	-5%	-9	-12%	-3%	11%	5%
O=C(c1ccncc1)N1N=C(C2CC2)CC1(O)C(F)(F)F (configuration not stated)	4%	5	1%	4%	18%	-18%
COC(=O)c1ccc([C@H]2C=C(C(=O)O)O[C@@H](OCc3ccc(CO)cc3)C2)cc1	1%	5	13%	10µM*	35%[activator][8.37 µM]	-20%
Cc1ccc(NC(=S)NC(=O)c2ccccc2)cc1NC(=S)NC(=O)c1ccccc1	-11%	47	?	-8%	-30%	-31%
